High-throughput results from PubChem.
MLL CXXC-DNA inh: qHTS Fluorescence Polarization Assay for Inhibitors of MLL CXXC domain - DNA interaction; MLL-CXXC / FITC-HOXA9 DNA fluorescence polarization; Histone-lysine N-methyltransferase 2A (Homo sapiens), Q03164; Potency, µM (doses to about 115 µM), for inactives: top-dose activity change, negative = inhibition, usual class: inhibitors; AID 2662, 2010; 290,000 tested, 0.037% active; active means well fitted inhibition curve with a large enough effect in the polarisation, with a control signal flat, not every such curve was filed as active; inconclusive means small, poorly fitted or top-dose-only effect, or effect the other way, or a change in a side signal; inactive means no such curve, though single readings can be large or run the other way; the % refers to the polarisation; further: potency means the concentration at half of the fitted maximal effect
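Steps: dispense CXXC domain solution (7 uM) → pin compounds or unlabeled HOX-A9 DNA control → 5 min ambient → add FLSN-HOX-A9 solution (50 nM) → spin → 30 min ambient → fluorescence polarization. Tris pH 7.5/NaCl/DTT/BSA buffer.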
MBNL1 CUG block: qHTS Assay for Inhibitors of MBNL1-poly(CUG) RNA binding. TR-FRET MBNL1-His/biotin-(CUG)12 binding, 665/545 ratio. Potency, µM (highest dose often 57.5 µM), without a hit: at the highest dose activity change, negative = inhibition, actives largely listed as inhibitors. Muscleblind-like protein 1 (Homo sapiens), Q9NR56. 280,000 tested, 0.036% active; active means well fitted inhibition curve with a large enough effect in the signal ratio, with a control signal flat, not every such curve was filed as active; inconclusive means small, poorly fitted or top-dose-only effect, or effect the other way, or a change in a side signal; inactive means no such curve, though single readings can be large or run the other way; the % refers to the signal ratio; further: potency means the concentration at half of the fitted maximal effect; on the % scale 0 is the no-effect control and ±100 the full control effect
Target sequence (Q9NR56 whole entry, looked up): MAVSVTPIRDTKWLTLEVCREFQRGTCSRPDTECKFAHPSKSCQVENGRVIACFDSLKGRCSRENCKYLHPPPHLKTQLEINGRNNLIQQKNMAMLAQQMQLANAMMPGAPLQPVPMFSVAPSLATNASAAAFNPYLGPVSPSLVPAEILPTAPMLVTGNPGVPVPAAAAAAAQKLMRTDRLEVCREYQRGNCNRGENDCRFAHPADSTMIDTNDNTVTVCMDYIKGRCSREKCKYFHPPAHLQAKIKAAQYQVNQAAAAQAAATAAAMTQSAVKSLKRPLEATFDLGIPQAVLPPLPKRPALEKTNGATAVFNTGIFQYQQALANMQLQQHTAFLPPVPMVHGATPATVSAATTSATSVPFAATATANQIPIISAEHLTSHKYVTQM
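TR-FRET readout: Ex 340 nm, 665/545 nm emission ratio, normalized to buffer-only (basal) and MBNL1-(CUG)12 controls. Complex of MBNL1-His with Biotin-(CUG)12, compounds 92 nM–58 uM, incubated 60 min at room temperature.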
TSG101-PTAP inh: qHTS Assay for Iinhibitors of HIV-1 Budding by Blocking the Interaction of PTAP/TSG101. Tumor susceptibility gene 101 protein (Homo sapiens), Q99816. 340,000 tested, under 10 active. Fluorescence polarization, FITC-PTAP peptide / Tsg101 binding. Potency, µM (series often up to 115 µM), for the others: at the top dose activity change, negative = inhibition, hits mostly inhibitors; active means well fitted inhibition curve with a large enough effect in the main read-out, with a control signal flat, not every such curve was filed as active; inconclusive means small, poorly fitted or top-dose-only effect, or effect the other way, or a change in a side signal; inactive means no such curve, though single readings can be large or run the other way; further: potency means the concentration at half of the fitted maximal effect; % of control where 0% means no effect
Target sequence (Q99816 whole entry, looked up): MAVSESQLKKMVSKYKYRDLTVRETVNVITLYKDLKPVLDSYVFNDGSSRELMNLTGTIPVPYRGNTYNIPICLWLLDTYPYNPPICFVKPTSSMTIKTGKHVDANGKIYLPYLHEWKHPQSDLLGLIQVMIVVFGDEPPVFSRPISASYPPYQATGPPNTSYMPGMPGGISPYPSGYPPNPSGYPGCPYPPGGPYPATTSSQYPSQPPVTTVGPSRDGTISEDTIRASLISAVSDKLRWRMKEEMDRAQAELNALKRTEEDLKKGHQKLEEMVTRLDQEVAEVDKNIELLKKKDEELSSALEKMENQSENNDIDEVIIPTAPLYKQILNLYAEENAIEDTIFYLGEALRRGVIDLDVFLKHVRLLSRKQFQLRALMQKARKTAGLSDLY
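Fluorescence polarization binding of Tsg101 binding domain (10 uM final) to FITC-labeled PTAP peptide (50 nM final) in HEPES pH 7.5 buffer with NaCl, Tween 20, EDTA, TCEP. Compounds added before peptide; binding 20 min at RT.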
Integrin act MD: qHTS for Activators of Integrin-Mediated Alleviation for Muscular Dystrophy. alpha7betagal myoblasts, beta-gal FDG fluorescence, 48 h. Potency, µM (series often up to 38.3 µM), inactives show at the highest dose activation, usual class: activators. 350,000 tested, 0.064% active;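 further: potency means the concentration at half of the fitted maximal effect; 100% = response of the positive control SU9516; nearly all actives have a fitted effect of over 60% in size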
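alpha7betagal+/- myoblasts (passage 13, 250/well) treated 48 h at 37C with compounds at 1:260 dilution of DMSO stock. Lysed, then beta-galactosidase activity read as FDG fluorescence (ex 480/em 540) after 30 min, with pre-read for autofluorescence.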
Mito fusion yeast: qHTS Assay for Small Molecule Inhibitors of Mitochondrial Division or Activators of Mitochondrial Fusion. S. cerevisiae fusion-defective mutant growth rescue, CellTiterGlo 48 h. Potency, µM (titrated, usually from 46.1 µM), for inactives: at the top dose growth rescue (activation), actives largely listed as activators. 320,000 tested, 0.23% active. AID 485298, 2010;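 further: potency means the concentration at half of the fitted maximal effect; % of control where 0% means no effect; nearly all actives have a fitted effect of over 45% in size; temperature-sensitive fusion mutants such as fzo1-1 at 37 °C on non-fermentable ethanol glycerol medium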
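Growth-rescue viability read-out: after 48 h at the non-permissive 37C in glycerol/ethanol YPEG, yeast mitochondrial fusion mutants are measured by CellTiterGlo luminescence; compounds (23 nl pinned per well) restoring growth score as division inhibitors or fusion activators.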
A-T KAP1 phos: qHTS Assay for Identifying a Potential Treatment of Ataxia-Telangiectasia | […] A-T fibroblasts, KAP-1 phosphorylation AlphaLISA; neocarzinostatin DNA damage 30 min before lysis | AID 485349, 2010 | Potency, µM (titrated, usually from 57.5 µM), without a hit: top-dose activation, actives largely listed as activators | 320,000 tested, 0.19% active; further: potency means the concentration at half of the fitted maximal effect; % of control where 0% means no effect; nearly all actives have a fitted effect of over 45% in size
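hTERT-immortalized A-T patient fibroblasts ([…]), 500 cells/well in OPTI-MEM, 1% FBS, got compounds for 60 min, then NCS for 30 min at 37C. Lysates were then assayed for phospho-KAP-1 by AlphaLISA (anti-pKAP1 donor, anti-KAP1 acceptor beads), 6 hr at 25C.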
Menin-MLL TR inh: qHTS Assay for Inhibitors Targeting the Menin-MLL Interaction in MLL Related Leukemias: Competition With Texas Red Labeled MLL-derived Mutant Peptide; Menin + Texas Red MLL mutant peptide, fluorescence polarization; 270,000 tested, 0.23% active; Potency, µM (titrated, usually from 61.6 µM), for the others: top-dose FP activity change, negative = inhibition, usual class: inhibitors; AID 1768, 2009; O00255; active means well fitted inhibition curve with a large enough effect in the polarisation, with a control signal flat, not every such curve was filed as active; inconclusive means small, poorly fitted or top-dose-only effect, or effect the other way, or a change in a side signal; inactive means no such curve, though single readings can be large or run the other way; the % refers to the polarisation; further: potency means the concentration at half of the fitted maximal effect; % of control where 0% means no effect; many of its hits are not listed in these tables
TCR act: Activators of T cell receptors: qHTS campaign | primary human leukocytes, anti-CD3, IL-2 HTRF, 48 h | Potency, µM (doses to about 9.22 µM), without a hit: at the highest dose activation of IL-2 secretion, usual class: activators | 330,000 tested, under 10 active; further: % of control where 0% means no effect
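Primary human leukocytes incubated 48 hr with anti-CD3 beads plus compound, without co-stimulation. Secreted IL-2 measured by HTRF (europium cryptate/d2 anti-IL-2 pair, 320 nm excitation, 665 nm emission).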
TSHR antag: Antagonists of the Thyroid Stimulating Hormone Receptor: HTS campaign; activity change, negative = inhibition, % at 11.5 µM; Thyrotropin receptor (Homo sapiens), P16473; AID 504810, 2011; 330,000 tested, 0.2% active; TSHR-expressing cells, TSH-stimulated cAMP HTRF, 2 h; active compounds read low;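 active means activity change below a set negative limit, meaning inhibition stronger than a set level, cut at about -70% in these data; inconclusive means activity change between two set negative limits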; further: on the % scale 0 is the no-effect control and ±100 the full control effect
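Cell-based HTRF cAMP assay; TSHR cells + compound, TSH EC80 (4nM final), 2 h, 37 deg C. Lysis with anti-cAMP cryptate and cAMP-d2, 30 min RT, read 665/620 nm.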
ASM inhibitor: Inhibitors of Secretory Acid Sphingomyelinase (S-ASM): qHTS; Sphingomyelin phosphodiesterase (Homo sapiens), P17405; placental ASM, HMU-PC fluorogenic substrate, 60 min; Potency, µM (series often up to 57.5 µM), for the others: at the highest dose activity change, negative = inhibition, actives largely listed as inhibitors; 340,000 tested, 0.006% active; AID 504937, 2011; further: potency means the concentration at half of the fitted maximal effect
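HMU-PC0 cleavage (9 uM final) by human placental ASM, 60 min at 37 °C following 10 min compound exposure at RT; stopped at pH 10, fluorescence Ex 386/Em 447 nm.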
Active calls of the source: *; ? = inconclusive; . = no result given; [ ] = dose if it differs, or a comment. Unless noted, the call rests on the fitted dose curve; in most records, active means well fitted curve in the direction sought with a large enough effect; inconclusive means small, poorly fitted or top-dose-only effect, or another doubt; inactive means no such curve, though single readings can be large; an effect the other way counts as inactive or inconclusive. This is a subset (hit frequency here may not be typical).

mol	TSHR antag	TSG101-PTAP inh	Mito fusion yeast	Integrin act MD	TCR act	ASM inhibitor	MLL CXXC-DNA inh	A-T KAP1 phos	MBNL1 CUG block	Menin-MLL TR inh
COc1cc(NC(=O)c2oc3ccccc3c2C)ccc1NC(=O)c1ccco1	-16	0%	-10%	13%	-9%	264%[activator]	8%	-6%	21%	63%[activator]
CN1CC=C2C(C#N)=C(N)C(C#N)(C#N)[C@H](c3cccc(Cl)c3)C2C1 (stereo partly drawn)	1	-14%	-1%	-38%	-14%	.	-3%	7%	?	-1%
CC1CN(CN2C(=O)c3ccccc3C2=O)CC(C)O1 (stereo not drawn)	12	-5%	0%	21%	-3%	4%	3%	7%	1%	-20%
Cc1ccc(S(=O)(=O)N2[C@@H](c3ccc(Cl)c(Cl)c3)C(C(=O)O)=C[C@H]2C(C)(C)C)cc1	-13	-1%	.	-17%	-1%	0%	.	-1%	.	.
COc1cccc(CC2(CO)CCCN(Cc3cn[nH]c3-c3ccc(F)cc3)C2)c1 (stereo not drawn)	9	0%	-3%	11%	-10%	-2%	-6%	-6%	-6%	-8%
CC(=O)c1ccc(NC(=O)Cn2cnc(S(=O)(=O)N3CCCCC3)c2)cc1	-3	-2%	-2%	17%	3%	0%	12%	18%	-2%	.
Cc1nn(-c2ccc(F)cc2)c(-n2cccc2)c1C(=O)N1CCN(C(=O)c2ccco2)CC1	3	-8%	3%	-10%	1%	0%	54%[activator]	-1%	1%	-7%
Cc1cc(C)c(C#N)c(SCC(=O)c2ccccc2)n1	9	0%	?	-2%	12%	-6%	-3%	2%	?	5%
O=C(C1CCCC1)N1CCN(S(=O)(=O)c2ccc(Cl)cc2)CC1	3	-7%	4%	5%	-2%	-1%	4%	6%	2%	-13%
COc1ccc(N2CCN(C(CNC(=O)C(=O)NCc3cccnc3)c3ccco3)CC2)cc1 (stereo not drawn)	-4	-5%	4%	0%	-2%	2%	-2%	-2%	-1%	-2%
COc1cc(OC)c(OC)cc1/C=N/NC(=O)c1ccc2nc[nH]c2c1	-2	-2%	5%	?	-1%	115%[activator]	-4%	-2%	.	.
C/C(=N/NC(=O)c1ccc(C)s1)c1cccnc1	-11	-4%	-2%	6%	3%	5%	1%	8%	7%	-7%
COC(=O)c1sccc1NC(=O)c1ccccc1Br	.	-2%	.	-12%	1%	2%	.	.	.	.
O=C(COc1ccc(F)cc1)N1CCCCCCC1	0	-4%	2%	14%	-3%	2%	-3%	1%	2%	-13%
O=C(Nc1cnccn1)c1csc2ccccc12	0	-6%	-4%	-15%	0%	-2%	-3%	2%	9%	10%
COc1ccc2oc(C)c(C(N)=O)c2c1	15	3%	5%	4%	-8%	1%	-1%	-3%	-4%	7%
COc1ccc(C)cc1NC(=O)c1ccccc1NS(=O)(=O)c1cccc2cccnc12	-9	-3%	29%	10%	4%[46.1 µM]	1%	4%	5%	?	?
O=c1[nH]ncc(N2CCCCCC2)c1Cl	4	-1%	-1%	7%	-2%	0%	-14%	0%	0%	4%
Cc1nn2cnnc2c(C)c1Cc1c(F)cccc1Cl	-8	-1%	12%	21%	-1%	2%	-1%	-9%	-4%	?
Cc1c(Cl)cccc1NC(=O)NCc1ccc(F)cc1	0	-2%	1%	2%	-6%	1%	11%	-1%	-2%	?
Cc1ccc(NC(=O)CSCC(=O)Nc2ccccc2C(=O)NC2CC2)cc1	13	-3%	3%	1%	1%	2%	.	-8%	.	.
Cc1ccc(NC(=O)CCC(=O)N/N=C/c2ccc(O)cc2)cc1	-5	-8%	-21%	?	4%	4%	2%	-14%	4%	11%
CCN(CC)S(=O)(=O)c1ccc(-c2nnc(SCc3nnc(-c4ccc(C)cc4)o3)n2CC)cc1	-7	-4%	3%	1%	1%	2%	3%	1%	3%	-19%
O=C(OCC(=O)N1CCCC1)c1ccc(S(=O)(=O)N2CCOCC2)cc1	0	-2%	-3%	6%	-9%	-2%	-5%	-6%	-3%	-14%
Cc1nn(-c2ccccc2)c(C)c1NC(=O)COc1cc(F)ccc1[N+](=O)[O-]	3	-2%	.	-35%	6%	-1%	.	0%	.	.
CCc1ccc(C(=O)OCC(=O)Nc2cccc(S(=O)(=O)NC3=NCCCCC3)c2)cc1	-4	-1%	-4%	-3%	-5%	-1%	8%	-9%	.	6%
Cc1ccc(C(=O)O)cc1[N+](=O)[O-]	-1	-1%	-4%	.	11%	-1%	.	4%	.	.
CC(C)NCc1nnc(-c2ccccc2Cl)o1	-11	0%	-1%	5%	-15%	8%	4%	1%	-1%	6%
Clc1ccc(OCCSc2ncccn2)c2ccccc12	14	-3%	5%	10%	-2%	-6%	0%	24%	-3%	?
CCc1ccc(NC(=O)NCCN2CCN(c3ccc(OC)cc3)CC2)cc1	3	-3%	-30%	-2%	1%	0%	-3%	-7%	30%	-8%
N#C/C(=C/c1cn(CC(=O)O)c2ccccc12)C(=O)Nc1ccccc1	10	-6%	-2%	-17%	6%	6%	16%	-1%	?	?
O=C1CN=C(Nc2ccc(Cl)cc2)N1c1ccccc1	7	0%	0%	13%	-3%	-1%	3%	8%	-22%	8%
O=C(c1ccccc1)N(Cc1cccs1)C1CCS(=O)(=O)C1 (stereo not drawn)	19	-9%	-3%	-17%	-5%	2%	-11%	-11%	2%	3%
CC(C)(C)C1CCC(=NNC(=O)C(=O)NCc2cccnc2)CC1 (stereo not drawn)	3	-9%	-1%	-10%	-6%	3%	-13%	-1%	1%	0%
Cc1n[nH]c(C)c1CCc1nc2c3ccccc3nc(SCC(N)=O)n2n1	16	-3%	-5%	24%	3%	0%	4%	.	-13%	-18%
COc1cc2c(cc1NC(=O)CSc1nc3ccccc3[nH]1)oc1ccccc12	-4	-1%	?	-38%	0%	-15%	25%	0%	-7%	?
CCOc1cc(/C=N/O)ccc1OCc1ccc([N+](=O)[O-])cc1	-6	-2%	22%	0%	6%[46.1 µM]	-2%	7%	7%	?	13%
Cn1c(SC2=CS(=O)(=O)c3ccccc32)nc2ccccc21	-2	-1%	-10%	-52%[inhibitor]	1%	-5%	-15%	-2%	3%	10%
CN(Cc1nc2ccc(F)cc2[nH]1)C(=O)C1CCC(=O)N(C2CC2)C1 (stereo not drawn)	16	0%	-2%	23%	-1%	1%	5%	5%	-1%	-12%
CCc1ccccc1NC(=O)c1cccs1	5	-3%	2%	6%	-3%	1%	-1%	0%	2%	8%
O=C(O)CC(NC(=O)C1CCCCC1)c1cc([N+](=O)[O-])ccc1Cl (stereo not drawn)	14	-11%	3%	-21%	1%	-2%	-4%	-2%	?	11%
O=C(/C=C(\O)c1ccccc1)C(=O)NNC(=O)c1ccccc1[N+](=O)[O-]	-7	0%	-2%	10%	12%	0%	2%	0%	24%	10%
COc1ccccc1NC(=O)c1c([N+](=O)[O-])cnn1C	-9	-1%	1%	-26%	.	-2%	-13%	-3%	12%	4%
CC12CCC(C(NC(=S)NN)C1=O)C2(C)C (stereo not drawn)	.	-5%	.	-12%	10%	3%	.	.	.	.
Cc1nn2c3ccccc3n(CCN3CCCCC3)c2nc1=O	-8	-8%	-1%	24%	1%[46.1 µM]	4%	1%	0%	4%	15%
Cc1ccc(S(=O)(=O)n2ccc3cccnc32)cc1	-9	0%	10%	8%	-6%[46.1 µM]	3%	6%	4%	-3%	1%
S=c1[nH]nc(-c2cc(-c3ccccc3)n[nH]2)n1/N=C/c1ccc(Cl)cc1	-4	0%	2%	26%	-5%	-8%	0%	-8%	.	.
COc1ccc([N+](=O)[O-])cc1N(CC(O)CN1C(=O)NC(C)(C)C1=O)S(=O)(=O)c1ccccc1 (stereo not drawn)	-3	-7%	4%	3%	8%	0%	2%	2%	?	10%
